Source: PubChem BioAssay
Vc quorum ag: inducers of Vibrio cholerae quorum light production without autoinducers, primary screen, BH1578 luxS cqsA deficient, single point. V. cholerae BH1578 lux reporter, luminescence, 6 h. activation, % at 18.7 µM. hit rate 0.16% among 350,000. AID 588436, 2011; in the data active means activation mostly above about 9.7%, no sharp cut-off; inconclusive means no clear call, values can overlap the other calls; inactive means mostly below about 3.7%; further: not every result past the cut was called active; inactives centre near 0; reference of the scale not given here
DUSP3 inh: VHR1 phosphatase inhibitors, primary screen, biochemical, absorbance, uHTS. AID 1654, 2009. recombinant VHR phosphatase, pNPP absorbance. hit rate 0.52% among 290,000. Dual specificity protein phosphatase 3 (Homo sapiens), P51452. inhibition, % at 13.3 µM; in the data active means inhibition above about 50%; further: some compounds called inactive have numbers as strong as hits
Target sequence (P51452 whole entry, looked up): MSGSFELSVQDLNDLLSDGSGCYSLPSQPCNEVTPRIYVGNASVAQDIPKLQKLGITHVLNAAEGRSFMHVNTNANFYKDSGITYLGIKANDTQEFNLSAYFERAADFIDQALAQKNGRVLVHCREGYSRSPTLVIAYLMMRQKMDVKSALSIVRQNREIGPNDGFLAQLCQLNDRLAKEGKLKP
TcdB inh: TcdB glycohydrolase inhibitors, primary screen, biochemical, single point, plate reader | AID 652162, 2013 | inhibition, % at 9.99 µM | hit rate 0.24% among 350,000 | TcdB glycohydrolase enzymatic assay; in the data active means inhibition above about 10%
Yp Topo-I inh: Yersinia pestis topoisomerase I inhibitors, primary screen, biochemical, cleavage product accumulation, plate reader, single point; DNA topoisomerase I (Yersinia pestis CO92); activity, % at 10 µM; Y. pestis Topo-I cleavage product accumulation; hit rate 0.064% among 360,000; in the data active means activity above about 50%, passing the limit was not always enough; inconclusive means no clear call, values can overlap the other calls; further: inactives centre near 2
SARS 3CLpro inh: SARS-CoV 3CLpro protease inhibitors, primary screen, biochemical, quenched FRET; Replicase polyprotein 1ab (Severe acute respiratory syndrome coronavirus), P0C6X7; inhibition, % at 6 µM; hit rate 0.14% among 290,000; recombinant SARS-CoV 3CLpro, quenched FRET peptide cleavage; in the data active means inhibition above about 12%
MazF activator: activators of E. coli MazEF toxin-antitoxin RNase, primary screen, biochemical, fluorescence, uHTS; activation, % at 20 µM; FAM/BHQ RNA-DNA oligo cleavage fluorescence, 5 h; hit rate 0.32% among 350,000; Endoribonuclease toxin MazF (Escherichia coli (strain K12)), P0AE70; in the data active means activation above about 50%
Target sequence (P0AE70 whole entry, looked up): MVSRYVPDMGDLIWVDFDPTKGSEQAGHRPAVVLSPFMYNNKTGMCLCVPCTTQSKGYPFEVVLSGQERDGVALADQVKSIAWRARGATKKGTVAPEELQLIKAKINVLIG
SSB-PriA inh: inhibitors of Klebsiella pneumoniae PriA binding to SSB C-terminal tail, primary screen, biochemical, AlphaScreen; PriA–SSB C-terminal tail interaction (Klebsiella pneumoniae); AlphaScreen SSBct-PriA binding, biotinylated peptide; inhibition, % at 33 µM; hit rate 0.6% among 430,000; AID 1272365, 2023; in the data active means inhibition mostly above about 37%, no sharp cut-off; inactive means mostly below about 20%;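 further: plate controls were negative control peptide for no effect and reference peptide for full effect; strong numbers were not always called active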
PrPC surface inh: inhibitors of human cell surface prion protein PrPC, primary screen, cell-based, TR-FRET | Major prion protein (Homo sapiens), P04156 | TR-FRET read-out | inhibition, % at 13.8 µM | hit rate 0.43% among 370,000 | AID 720596, 2013; in the data active means inhibition above about 24%; further: 0% = median of the test wells and 100% = reference compound wells
Rv3671c protease: Rv3671c serine protease inhibitors, primary screen, biochemical, fluorescence polarization, M. tuberculosis H37Rv; P9WHR9; inhibition, % at 5.96 µM; hit rate 0.048% among 320,000; AID 2606, 2010; in the data active means inhibition above about 38%;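 further: extracellular domain of Rv3671c used as enzyme; 0% = enzyme with DMSO and 100% = no enzyme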
Target sequence (P9WHR9 whole entry, looked up, the tested form may be a part): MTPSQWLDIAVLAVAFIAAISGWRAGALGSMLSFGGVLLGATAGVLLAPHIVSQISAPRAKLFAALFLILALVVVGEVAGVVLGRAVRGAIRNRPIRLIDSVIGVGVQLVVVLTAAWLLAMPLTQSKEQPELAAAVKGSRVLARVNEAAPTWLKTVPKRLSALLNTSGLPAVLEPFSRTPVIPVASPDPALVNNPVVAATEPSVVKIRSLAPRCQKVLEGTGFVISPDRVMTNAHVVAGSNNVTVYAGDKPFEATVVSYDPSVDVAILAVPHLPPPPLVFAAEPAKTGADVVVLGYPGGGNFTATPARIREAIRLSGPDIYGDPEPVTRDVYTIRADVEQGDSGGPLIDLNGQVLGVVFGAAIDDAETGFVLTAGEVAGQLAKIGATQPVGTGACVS
CCHF vOTU inh: CCHFV vOTU protease inhibitors, primary screen, biochemical, Pep-AMC substrate, fluorescence; Crimean-Congo hemorrhagic fever virus L polyprotein viral ovarian tumor (vOTU) protease …; inhibition, % at 11.5 µM; hit rate 0.55% among 370,000; in the data active means inhibition above about 30%; further: 0% = vehicle wells with enzyme and 100% = no enzyme wells
* hit, by the source's call; i = inactive; ? = inconclusive; . = no result given.

SMILES	Vc quorum ag	DUSP3 inh	TcdB inh	Yp Topo-I inh	SARS 3CLpro inh	MazF activator	SSB-PriA inh	PrPC surface inh	Rv3671c protease	CCHF vOTU inh
C=CCn1c(SC(C)C(=O)c2c(N)n(C)c(=O)n(C)c2=O)nnc1-c1ccoc1C (stereo unspecified)	-2.1	.	0.5	-0.5	.	3.8	-9.6	2.9	5.1	2.1
O=C(CCN1C(=O)/C(=C/c2ccco2)SC1=S)Nc1ccc(O)cc1C(=O)O	i	-23.8	0.1	-4.3	-0.7	-20.9	-0.2	-14.6	.	27.6
Cc1ccc(C23CC4CC(CC(C(=O)NC(C)C(N)=O)(C4)C2)C3)cc1 (stereo unspecified)	-0.4	-17.2	-1.0	13.2	1.7	-4.3	-11.7	2.0	6.7	4.5
Cc1cc(Cl)cc(C)c1OCC(=O)N1CCN(c2ncccn2)CC1	-7.1	.	-4.8	26.7	.	6.0	-1.2	-1.5	-6.4	10.9
CN(CCOC(=O)c1ccc2c(c1)OCO2)C(C)(C)C	1.6	7.8	-1.7	?	-1.1	1.6	-14.0	-1.9	-0.7	-9.4
COc1cc(OC)cc(-c2nnc(SCc3c(F)cccc3Cl)o2)c1	i	-0.4	-2.2	33.2	-2.0	-13.1	-33.7	-5.6	-21.2	7.2
O=C(O)c1ccc(S(=O)(=O)c2ccc([N+](=O)[O-])cc2[N+](=O)[O-])cc1	i	28.0	-1.0	-3.6	-7.4	-13.6	5.2	-21.8	-1.2	13.5
CCOC(=O)c1ccc(CNCc2ccccc2)cc1	-0.6	12.7	1.2	3.4	8.8	-4.6	-8.5	0.8	0.3	-1.1
Cc1ccc(C(=O)Nc2nc3ccccc3c(=O)s2)cc1	i	3.4	.	-0.1	-2.0	14.0	-4.9	0.6	-11.9	-10.2
COc1cc(N=C2C(=O)N3c4c(cccc42)C(C)=CC3(C)C)cc(OC)c1	i	-1.2	.	-5.5	5.0	1.5	6.8	-2.2	15.5	3.9
N#Cc1ccccc1COc1ccc(/C=C/C(=O)O)cc1	-0.2	9.5	1.2	6.9	1.6	3.3	-15.5	8.2	1.8	14.1
COc1cccc(N2CC(NS(=O)(=O)c3ccc(Cl)cc3)CC2=O)c1 (stereo unspecified)	i	.	-5.6	2.4	.	4.7	4.7	7.9	1.7	4.9
Cc1ccc(/C=C/C(=O)O)cc1S(=O)(=O)NCC1CCCO1 (stereo unspecified)	-0.7	28.6	0.9	-9.3	3.9	18.9	-2.6	-3.7	-12.5	-4.2
Cc1cc(C)c(NC(=O)CNC(=O)c2ccccc2SCC(=O)N2CCCC2)c(C)c1	-0.3	.	-2.0	6.7	.	4.2	2.1	9.7	0.7	-11.4
COc1ccc(/C(O)=C/C(=O)C(=O)NNC(=O)c2ccccc2)cc1	0.7	-6.7	-0.3	-1.3	3.8	-5.4	.	-8.1	3.3	-12.2

No new results follow: entries from further up.
SMILES	Vc quorum ag	DUSP3 inh	TcdB inh	Yp Topo-I inh	SARS 3CLpro inh	MazF activator	SSB-PriA inh	PrPC surface inh	Rv3671c protease	CCHF vOTU inh
N#Cc1ccccc1COc1ccc(/C=C/C(=O)O)cc1	-0.2	9.5	1.2	6.9	1.6	3.3	-15.5	8.2	1.8	14.1
COc1cccc(N2CC(NS(=O)(=O)c3ccc(Cl)cc3)CC2=O)c1 (stereo unspecified)	i	.	-5.6	2.4	.	4.7	4.7	7.9	1.7	4.9
Cc1ccc(/C=C/C(=O)O)cc1S(=O)(=O)NCC1CCCO1 (stereo unspecified)	-0.7	28.6	0.9	-9.3	3.9	18.9	-2.6	-3.7	-12.5	-4.2
Cc1cc(C)c(NC(=O)CNC(=O)c2ccccc2SCC(=O)N2CCCC2)c(C)c1	-0.3	.	-2.0	6.7	.	4.2	2.1	9.7	0.7	-11.4
COc1ccc(/C(O)=C/C(=O)C(=O)NNC(=O)c2ccccc2)cc1	0.7	-6.7	-0.3	-1.3	3.8	-5.4	.	-8.1	3.3	-12.2

The list continues:
SMILES	Vc quorum ag	DUSP3 inh	TcdB inh	Yp Topo-I inh	SARS 3CLpro inh	MazF activator	SSB-PriA inh	PrPC surface inh	Rv3671c protease	CCHF vOTU inh
Cc1cccc(N2C(=O)/C(=C/c3cccnc3)SC2=S)c1	-0.3	21.1	0.4	13.3	1.7	2.5	-6.7	0.7	-6.4	-11.4
CC(=O)NC(CCS(C)(=O)=O)C(=O)Nc1ccccc1C (stereo unspecified)	i	-5.1	.	-1.1	0.1	1.3	-16.1	-9.5	8.5	7.0
O=C(CNS(=O)(=O)c1cccc2nsnc12)NCCc1ccccc1	2.9	5.7	0.7	10.0	-3.5	10.1	-3.7	-31.7	-10.2	7.2
O=C1OCC/C1=C\c1ccc2c(c1)OCO2	i	52.3*	1.4	-0.1	-4.2	10.3	6.1	-2.2	-2.2	19.5
O=C1c2ccccc2NC(c2ccccc2O)N1c1ccc(F)cc1 (stereo unspecified)	-10.0	6.0	-6.2	-5.0	-0.5	4.8	-3.1	9.7	9.8	-14.1
CCc1ccc(/C=N/n2c(C3CCCCC3)n[nH]c2=S)cc1	-0.6	30.7	2.2	46.0	6.4	-6.0	.	6.2	-1.3	4.5
Cc1ccc(-c2nc(-c3ccncc3)no2)cc1	-0.6	-1.2	2.1	10.4	-1.5	1.0	-11.5	3.0	.	-2.0
O=C(Nc1ncc2c(n1)-c1ccccc1CC2)c1cccs1	-0.3	13.0	5.5	1.4	3.3	2.3	1.6	-2.0	-6.8	1.4
O=C(CC(c1ccccc1)c1cc(Cl)ccc1O)N1CCOCC1 (stereo unspecified)	-0.6	24.4	.	5.9	0.3	4.6	10.5	9.4	3.6	2.0
CCCN1C(=O)C(O)(CC(=O)c2cccc(OC)c2)c2ccccc21 (stereo unspecified)	i	-0.2	.	1.8	-0.7	12.2	-10.6	-1.2	2.5	4.2
CCOC(=O)c1c(-c2ccccc2)oc2cc(Br)c(O)c(C=O)c12	-10.0	5.9	1.2	-2.5	-3.3	-47.4	-1.0	0.0	5.8	6.8
COc1ccc(N2CCN(C(=O)CCn3nnc4ccccc43)CC2)cc1	-10.6	29.4	.	-3.9	-1.2	1.6	-10.5	1.6	-7.0	-1.6
COc1ccccc1C(=O)Nc1ccon1	2.2	-15.5	.	-8.3	-3.3	1.2	-11.8	3.1	3.2	-8.7
O=C(COC(=O)c1ccccc1Nc1cccc(C(F)(F)F)c1)NCc1ccco1	-0.9	20.5	.	8.0	-4.6	-2.8	-6.2	8.8	-2.9	15.6
O=C(O)c1cccc(-n2c(-c3cnccn3)n[nH]c2=S)c1	-0.2	9.6	0.7	-1.1	5.5	9.1	13.3	3.7	-0.7	-9.0
COc1ccc(NC(=O)CN(C)CC(=O)N2CC(=O)Nc3ccccc32)cc1	i	.	-0.8	-3.6	.	5.6	2.9	-1.3	4.7	7.6
O=C(c1ccccc1)c1ccc(-n2cnnc2)c([N+](=O)[O-])c1	-4.5	20.6	2.4	6.8	2.2	2.3	-2.5	-17.9	-1.1	9.2
Cc1onc(NC(=O)c2ccc(Cl)cc2Cl)c1Br	i	10.2	-4.4	-11.8	-2.7	-4.9	-11.0	11.2	0.7	-2.0
COc1cccc(COC(=O)CCNC(=O)c2ccc(Cl)cc2)c1OC	-1.5	.	0.0	1.3	.	-3.0	-7.5	-1.1	5.3	-5.6
CCCN1CCC(=NNc2ccc(S(=O)(=O)N3CCOCC3)cc2[N+](=O)[O-])CC1	-0.2	-1.6	.	-0.1	-1.2	-2.7	1.1	-21.4	-6.6	-0.8
Cc1ccc(N2C(=O)N(CC(=O)NC(c3ccccc3)c3ccccc3)C(=O)C2C)cc1 (stereo unspecified)	-5.0	15.8	.	13.8	-1.2	-1.7	-7.5	1.1	1.6	14.5
CC(C)(Oc1ccc(Cl)cc1)C(=O)Nc1ccc2oc(-c3ccncc3)nc2c1	i	19.2	.	-2.4	-2.1	7.6	-14.9	0.5	-2.2	4.1
O=C(Cc1cccc2ccccc12)NNC(=O)Nc1ccc(Cl)cc1	-0.3	-1.3	0.9	-8.0	4.3	11.8	-9.5	0.2	1.5	2.9
CCOC(=O)c1[nH]c(C)c(C(=O)N2CCN(C(=O)OCC)CC2)c1CC	0.7	-2.0	.	-8.0	0.5	-6.3	-4.1	0.1	-5.9	0.4
Cc1nc2c(C(=O)NCc3ccc4c(c3)OCO4)cnn2c(C)c1Cc1ccc(F)cc1Cl	2.9	1.3	.	8.2	4.0	-11.0	-6.3	1.9	-7.5	-9.7
CN(CC(=O)Nc1ccc(Cl)cc1)C(=O)c1ccc(S(=O)(=O)Nc2ccccc2)cc1	i	.	0.6	-3.8	.	4.2	-8.9	0.7	3.9	14.5
COc1ccc(N(CCC#N)C(=O)/C(C#N)=C/c2cccs2)cc1	-0.4	4.8	0.7	10.7	10.3	0.1	-8.2	-3.9	0.4	-2.5
Cc1nc(SCC(=O)NCC2CCCO2)c2c(C)c(C)sc2n1 (stereo unspecified)	i	.	1.5	13.3	.	9.7	-1.5	-5.5	7.5	14.7
Cc1nc2ccc(Br)cn2c1C(=O)N/N=C\c1ccccc1Cl	-0.1	9.8	0.6	10.6	-0.4	12.4	.	-1.7	0.5	-8.1
Cc1cc(NCc2ccccn2)n2ncc(-c3ccc(Cl)cc3)c2n1	-0.8	5.1	1.3	0.5	-1.8	1.9	-11.8	-1.2	8.1	-9.2
CC1(C)CC2CC(C)(CN2C(=O)CN2C(=O)c3ccccc3C2=O)C1 (stereo unspecified)	i	-0.2	.	-8.3	0.4	2.9	-9.2	-14.6	1.4	8.2
COc1cc(C(=O)Nc2ccc(C(=O)c3ccncc3)cc2)cc(OC)c1OC	i	.	1.4	0.1	.	2.7	.	-3.3	.	8.1
Cc1ccc(C(=O)CSc2nnnn2-c2ccccc2)o1	i	26.2	-5.3	-9.1	4.3	14.1	4.6	5.1	-0.3	-7.6
Nc1c(C(=O)NCCN2CCOCC2)c2nc3ccccc3nc2n1-c1cccc(F)c1	i	15.3	.	16.1	-1.7	4.7	1.7	-15.9	0.1	-154.1
C#CCN(C[C@@H]1[C@@H](OC(=O)NC2CCCC2)[C@@H](OC(=O)NC2CCCC2)Cn2c(=O)ccc(=O)n21)S(=O)(=O)c1ccc(C)cc1	-0.4	.	2.1	9.2	.	3.8	.	5.8	.	6.6
CC1(C)SC(C)(C)N(C=O)C1C(=O)O (stereo unspecified)	i	.	4.6	2.5	.	13.3	-2.7	-2.2	.	-16.3
C[C@]12CS(=O)(=O)C[C@H]1SC(=S)N2c1ccccc1	0.6	5.4	-0.3	-7.6	-3.0	-15.8	-3.4	-3.5	-9.8	-9.2
CCOc1ccc(NC(=O)CN(C)C(=O)c2cc(S(=O)(=O)N3CCCCCC3)ccc2OC)cc1OCC	i	.	1.9	6.8	.	1.7	-6.5	-0.4	-7.0	-11.7
Nn1c(SCC(=O)Nc2ccc3c(c2)OCO3)nnc1-c1ccccc1	-0.2	-6.6	.	6.3	-7.8	-3.5	3.0	1.7	-2.9	-6.3
Cc1ccccc1NC(=O)C(=O)NCc1ccccn1	-0.7	6.2	.	-0.4	1.7	1.1	7.0	10.8	1.3	-9.3
COc1ccc(-n2ncc3c2CC(C)(C)CC3NC(=O)C2CCN(C(C)=O)CC2)cc1 (stereo unspecified)	-0.2	10.7	0.4	-4.3	-3.1	-13.3	-8.2	10.4	-10.6	9.8

An excerpt, so the mix of outcomes need not match the whole.
